Kir21 inh – Kir2.1 (mouse) channel inhibition; P35561; HEK293-Kir2.1, FluxOR thallium flux fluorescence; stronger effect = lower value; B-score at 10 µM; 310,000 compounds, 0.85% hits;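 active means fluorescence ratio B-score at or below minus 3 SD of library scores, with starting-brightness B-score within 2 SD, cut at about -4.2 in these data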;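 further: channel flux triggered by added potassium and thallium sulfate stimulus; B-score of peak minus minimum fluorescence over baseline after thallium stimulus; more negative B-score means stronger Kir2.1 block with less thallium influx; some compounds called inactive have numbers as strong as hits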
Target sequence (P35561 whole entry, looked up): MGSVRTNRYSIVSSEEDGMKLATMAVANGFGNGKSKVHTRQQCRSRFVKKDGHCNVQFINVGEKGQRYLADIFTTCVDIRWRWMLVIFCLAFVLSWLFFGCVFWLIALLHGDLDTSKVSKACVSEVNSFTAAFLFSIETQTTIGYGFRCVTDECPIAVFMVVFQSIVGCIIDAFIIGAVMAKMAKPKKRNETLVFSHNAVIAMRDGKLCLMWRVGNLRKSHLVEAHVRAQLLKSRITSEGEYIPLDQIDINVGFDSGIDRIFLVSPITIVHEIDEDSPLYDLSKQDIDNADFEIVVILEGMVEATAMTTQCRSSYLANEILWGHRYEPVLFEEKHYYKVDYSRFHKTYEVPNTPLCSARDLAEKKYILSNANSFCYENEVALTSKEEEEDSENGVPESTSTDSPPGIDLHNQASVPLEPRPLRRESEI
CHT inh – inhibitors of human choline transporter CHT | Q9GZV3 | CHT-expressing cells, membrane potential dye, choline response; stronger effect = lower value | B-score at 10 µM | 310,000 compounds, 0.86% hits | AID 488975;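 active means B-score over 3 SD under the library average, and starting fluorescence ratio not unusually high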;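 further: choline stimulus applied at its EC90 after an EC20 pre-addition; B-score computed on integrated fluorescence ratio after choline addition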
Target sequence (Q9GZV3 whole entry, looked up): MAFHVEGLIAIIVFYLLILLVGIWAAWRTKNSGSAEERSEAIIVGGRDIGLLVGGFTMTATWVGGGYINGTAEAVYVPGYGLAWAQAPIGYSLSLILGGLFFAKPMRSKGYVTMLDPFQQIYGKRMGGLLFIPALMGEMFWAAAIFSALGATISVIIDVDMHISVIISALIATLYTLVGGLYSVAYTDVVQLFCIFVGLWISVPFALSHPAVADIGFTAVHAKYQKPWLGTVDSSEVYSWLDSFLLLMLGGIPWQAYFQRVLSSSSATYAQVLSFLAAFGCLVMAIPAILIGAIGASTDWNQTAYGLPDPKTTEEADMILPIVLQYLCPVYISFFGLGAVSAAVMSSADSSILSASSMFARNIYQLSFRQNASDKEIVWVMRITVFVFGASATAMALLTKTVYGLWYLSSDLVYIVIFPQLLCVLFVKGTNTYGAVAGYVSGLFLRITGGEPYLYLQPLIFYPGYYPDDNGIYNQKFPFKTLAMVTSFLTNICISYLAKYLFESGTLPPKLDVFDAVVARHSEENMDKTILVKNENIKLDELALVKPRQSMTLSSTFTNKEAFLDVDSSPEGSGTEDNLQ
KCNQ2 inh – KCNQ2 potassium channel inhibitors, primary screen, cell-based, CHO-K1, FluxOR thallium flux, B-score (AID 2156); O88943; 20 min; stronger effect = lower value; B-score at 10 µM; 310,000 compounds, 1.1% hits;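 active means fluorescence ratio B-score at most minus 3 library SDs, with starting brightness B-score within 2 library SDs, cut at about -5.5 in these data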
Numbers without * were called inactive; i = inactive; · = no result given.

The opening 2 compounds, ahead of the listing:
molecule,Kir21 inh,CHT inh,KCNQ2 inh
C#Cc1ccc([C@H]2C=C(C(=O)OCC=C)O[C@@H](OCc3ccc(CO)cc3)C2)cc1,-2.08,i,i
O=C(Cn1c(=O)oc2cc(S(=O)(=O)N3CCCC3)ccc21)N1CCN(C2CCCCC2)CC1,-1.15,i,i

The list itself (from the top)
molecule,Kir21 inh,CHT inh,KCNQ2 inh
C#Cc1ccc([C@H]2C=C(C(=O)OCC=C)O[C@@H](OCc3ccc(CO)cc3)C2)cc1,-2.08,i,i
O=C(Cn1c(=O)oc2cc(S(=O)(=O)N3CCCC3)ccc21)N1CCN(C2CCCCC2)CC1,-1.15,i,i
CCCCN(C(=O)C1CCC1)c1c(N)n(CC(C)C)c(=O)[nH]c1=O,-0.18,i,i
CC1=C(c2ccc(C)cc2)S(=O)(=O)N(CC(=O)O)C1=O,2,i,i
COc1cc(OC)cc(C(=O)Nc2cc(C)on2)c1,0.47,i,i
CC(=O)c1c(C)[nH]c(C(=O)Nc2ccccc2N2CCOCC2)c1C,0.53,i,i
CSCCC(NC(=O)c1ccc(Cl)cc1)C(=O)OCC(=O)Nc1cc(Cl)ccc1C (configuration not stated),1.08,i,-6.82*
Cc1ccc(C(=O)Nc2sc(C)c(-c3ccccc3)c2C(N)=O)cc1[N+](=O)[O-],2.63,i,i
CCOc1ccc(CN2CCN(S(=O)(=O)c3ccc(NC(C)=O)cc3)CC2)cc1OC,0.57,i,i
Cc1c(NC(=O)c2ccc(F)cc2)c(=O)n(-c2ccccc2)n1C,-1.01,i,i
CCOc1ccccc1N(C)C(=O)C1CCN(S(=O)(=O)c2cccc3nonc23)CC1,0.02,i,i
CCN=C1S/C(=C\c2ccc(N3CCOCC3)cc2C)C(=O)N1CC,-1.5,i,i
Cc1cc(NC(=O)CSc2nnc(-c3ccccc3Cl)o2)no1,0.99,i,i
Cc1cc(C=C2C(=O)c3ccccc3C2=O)c(C)n1-c1ccc(Cl)cc1,1.83,·,i
Cn1c(-c2ccc3c(c2)OCO3)cnc1NCc1cccc(Cl)c1,-2.72,i,-9.04*
Cc1ccc(NC2=NC(c3ccccc3)n3c(nc(C)cc3=O)N2)c(C)c1 (configuration not stated),-0.05,i,i
COc1ccc(-c2cc(CCCC(=O)NCCc3cc(OC)ccc3OC)no2)cc1,0.03,i,i
Cc1ccc(-c2nnn(CC(=O)N3C(C)CCCC3C)n2)cc1 (configuration not stated),-0.04,i,i
COc1c(Cl)cc(Cl)cc1C(=O)Nc1ccccc1N1CCN(C(C)=O)CC1,0.48,i,i
C=C1CCC[C@]2(C)C[C@H]3OC(=O)C(CN4CCOCC4)[C@H]3C[C@@H]12 (some centres not stated),0.61,i,i
CCOc1cc(NC(=S)Nc2cccc(OC)c2)c(OCC)cc1NC(=O)c1ccc(C)cc1,0.23,i,i
CC(=O)Nc1ccc(S(=O)(=O)NC2(C(F)(F)F)NC(=O)N(c3ccc(Cl)cc3)C2=O)cc1 (configuration not stated),0.01,i,i
CC(C)(C)NC(=O)c1cccc(NC(=O)c2ccc3c(c2)C(=O)N(C(C)(C)C)C3=O)c1,-0.25,i,i
COC1=C(C)C(O)=C(C(=O)/C=C/c2ccccc2)C(=O)C1(C)C,-0.51,i,i
O=C(CCSc1ccccc1)NC(=O)COC(=O)c1ccc(OC(F)F)cc1,2.2,i,i
Cc1c(Cl)c([N+](=O)[O-])nn1Cc1ccc(C(=O)NN)o1,0.29,i,i
c1cn2c(NC3CCCC3)c(-c3ccc(N4CCOCC4)cc3)nc2cn1,0.09,i,i
COc1ccc(Br)cc1S(=O)(=O)N1CCOCC1,0.05,i,i
COc1ccc2oc(=O)c(C(=O)Nc3cccc(C)c3)cc2c1,1.49,i,i
Cc1cccc(NC(=S)NCCC(c2ccccc2)c2ccccc2)c1,-0.6,i,i
CC(NC(=O)Cc1ccc(S(=O)(=O)N2CCOCC2)s1)c1ccc(Cl)cc1Cl (configuration not stated),-0.03,i,i
CC1CC(C)CN(S(=O)(=O)c2cccc3nonc23)C1 (configuration not stated),-1.82,i,i
Cc1ccc(N2CC(C(=O)Nc3nnc(SCc4cccnc4)s3)CC2=O)cc1 (configuration not stated),-1.55,i,i
CC1CCc2nn(CC(=O)NCCC3=CCCCC3)cc2C1 (configuration not stated),-1.05,i,i
O=S(=O)(NCc1ccc2c(c1)OCO2)c1cccc2cccnc12,-1.27,i,i
O=C(c1ccco1)N1CCN(C(=O)c2cnn3cccnc23)CC1,-0.38,i,i
Cc1ccc(NC(=O)CCn2c(=O)oc3ccccc32)cc1,-2.51,i,i
Cc1cc(C(=O)N2CCCC(C(=O)c3cccc(C(F)(F)F)c3)C2)nc(C)n1 (configuration not stated),-0.49,i,i
CCSc1nnc(NC(=O)COc2cccc3ccccc23)s1,-0.62,i,i
CN(C)C=NC(=O)/C(C#N)=C/c1ccccc1,0.66,i,i
O=C(COC(=O)CNS(=O)(=O)c1ccc(F)c(F)c1F)NCCc1ccccc1,-0.48,i,i
COC(=O)c1ccc(OC(=O)CCN2c3ccccc3Sc3ccccc32)cc1,-0.4,i,i
COc1ccccc1CNC(=O)C1CC(c2ccccc2[N+](=O)[O-])=NO1 (configuration not stated),-0.51,i,i
NC(=NCc1ccco1)NC(=O)c1ccc(Cl)cc1,0.75,i,i
CC(=O)Nc1ccc(S(=O)(=O)NCC(=O)NCCc2ccc(S(N)(=O)=O)cc2)cc1,-0.05,i,i
CCCc1cc(=O)[nH]c(SCc2cc(=O)oc3c(C)c(C)ccc23)n1,0.97,i,i
Cc1ccc2nc(SCC(=O)N3CCN(C(=O)c4ccco4)CC3)[nH]c2c1,-1.75,i,i
COc1ccc(OCC(=O)Nc2ncc3c(n2)CC(C)(C)CC3=O)cc1,0.77,i,i

Other results follow.
Compound,Kir21 inh,CHT inh,KCNQ2 inh
O=C(Nc1cccc(-c2csc(Nc3ccc(Cl)cc3)n2)c1)c1ccccc1,1.92,i,i
CCn1c(SCc2nc3ccccc3c(=O)[nH]2)nnc1-c1ccncc1,1.45,i,i
CC(NCCC(c1ccccc1)c1ccccc1)c1ccccc1 (configuration not stated),-6.37*,i,i
O=C(O)c1cccc(-n2nnnc2SCc2ccccc2Cl)c1,-2.13,i,i
O=C(O)c1cc(-c2ccco2)nc2ccccc12,-0.02,i,i
Cc1cccc(C(=O)N2CCCC(CCC(=O)N3CCN(c4ccccn4)CC3)C2)c1C (configuration not stated),-0.94,i,i
COc1ccc(C(=O)NCc2nnc(SCC(=O)NCc3ccco3)o2)cc1,-0.23,i,i
CN(C)C(C)(C)C#CCC(c1ccccc1)c1ccccc1,-5.04*,i,i
CCN1CCN(Cc2nnc(-c3ccccc3)o2)CC1,-0.04,i,i
CCOC(=O)c1cnc2ccc(C(=O)OC)cc2c1NCCc1ccc(OC)c(OC)c1,0.48,i,i
O=C(Nc1ccc(Cl)cc1)N1CCCN(Cc2ccc(F)cc2)C1,-4.51*,i,i
O=C(CN1C(=O)CCC1=O)Nc1nc(-c2cccs2)cs1,0.05,i,i
C[C@@H]1NC(=O)N(CCCn2ccnc2)C1=O,-1.28,i,i
Cc1c(-n2cccc2C=O)cccc1[N+](=O)[O-],-0.31,i,i
Cc1ccc(-c2cc(C(=O)N3CCC(C)CC3)c3ccccc3n2)cc1,-1.85,i,-8.3*
O=C(CN1C(=O)c2ccccc2C1=O)Nc1cccc2cccnc12,0.54,i,i
CS(=O)(=O)N(CC(=O)NC1CCCCC1)c1cccc(Cl)c1,-0.73,i,i
CCS(=O)(=O)N1CCN(C2CCC(C)CC2)CC1 (configuration not stated),0.63,i,i
CC(=O)Nc1ccc(Nc2ncnc3c2nnn3Cc2ccccc2Cl)cc1,-1.22,·,i
CC(=O)Cc1nsc(NC(=O)c2ccco2)n1,-1.81,i,i

A few values from above:
Under Kir21 inh, Cc1c(-n2cccc2C=O)cccc1[N+](=O)[O-] is entered as -0.31
Under Kir21 inh, CC(=O)Nc1ccc(Nc2ncnc3c2nnn3Cc2ccccc2Cl)cc1 is entered as -1.22
Under Kir21 inh, O=C(Nc1ccc(Cl)cc1)N1CCCN(Cc2ccc(F)cc2)C1 is entered as -4.51*
Under KCNQ2 inh, Cc1ccc(-c2cc(C(=O)N3CCC(C)CC3)c3ccccc3n2)cc1 is entered as -8.3*

(further entries)
Compound,Kir21 inh,CHT inh,KCNQ2 inh
Cc1[nH]c2ccccc2c1CN1CCc2ccccc2C1,0,i,i
COc1ccc(NC(=O)CSc2nc3n[nH]c(C)c3c(=N)n2-c2ccc(Cl)c(C)c2)cc1OC,-1.69,i,i
C=CCSC1=N/C(=C\c2cc(OCC)c(OC(C)=O)c([N+](=O)[O-])c2)C(=O)S1,0.02,i,i
CC(NC(=O)CCCc1nnc2n(C)c(=O)c3sccc3n12)c1ccccc1 (configuration not stated),0.43,i,i
O=C(Cc1c(Cl)cccc1Cl)Nc1ccncc1,1.94,i,i
O=C(c1cc([N+](=O)[O-])cc([N+](=O)[O-])c1)N1CCCc2ccccc21,-1.4,i,i
COc1ccc(-c2coc3cc(O)ccc3c2=O)cc1OC,0.02,i,i
Oc1ccc(C[C@@H]2CNC(=S)N2CCc2cc(C(F)(F)F)cc(C(F)(F)F)c2)cc1,0.41,i,i
COc1nc2ccccc2c(=O)n1OCC(C)C,0.01,i,i
O=C(O)c1[nH]c2ccccc2c1C(c1ccccc1)c1c(C(=O)O)[nH]c2ccccc12,0.89,i,i
COC(=O)c1ccc(NS(=O)(=O)c2cc(-c3cc(C)no3)ccc2OC)cc1,0.18,i,i
Cc1ccc(NC(=O)CC2C(=O)OCC3CCCCN32)cc1Cl (configuration not stated),0.01,i,i
O=C(Nc1ccc2c(c1)OCO2)C1CCCCN1S(=O)(=O)c1ccccc1 (configuration not stated),0.6,i,i
COc1nc(C)cc(C)c1S(=O)(=O)c1ccc(Cl)cc1,-2.87,i,i
O=C(COc1cccc2c1CCN(Cc1ccccc1)C2=O)NCc1ccco1,-1.19,i,i
Cc1sc2ncnc(SCC(=O)c3cccs3)c2c1C,0.45,i,i
CCOC(=O)C1CCCN(S(=O)(=O)c2cc3c4c(c2)CCN4C(=O)CC3)C1 (configuration not stated),1.66,i,i
COc1cccc2cc(/C(C)=N/Nc3nc(-c4cc(C)ccc4C)cs3)c(=O)oc12,-0.02,i,i
COc1cccc(-c2nc(C=O)cs2)c1,2.08,-4.99*,i
O=C(c1cc2ccccc2cc1O)N1CCCC(C(F)(F)F)C1 (configuration not stated),2.53,i,i

Whole records, quoted from the list. Order of values: Kir21 inh, CHT inh, KCNQ2 inh
CCOC(=O)C1CCCN(S(=O)(=O)c2cc3c4c(c2)CCN4C(=O)CC3)C1 (configuration not stated) is listed as 1.66, i, i
O=C(c1cc2ccccc2cc1O)N1CCCC(C(F)(F)F)C1 (configuration not stated) is listed as 2.53, i, i

Next entries
Compound,Kir21 inh,CHT inh,KCNQ2 inh
O=C(CNCC1CCCO1)Nc1ccc([N+](=O)[O-])cc1C(=O)Nc1ccccc1F (configuration not stated),2.15,i,i
Cc1c(C(=O)N2CCCCC2)c(S(=O)(=O)N2CCN(c3ccc(F)cc3)CC2)c(C)n1C,-0.69,i,i
COc1ccc(C(=O)/C=C/Nc2ccc(S(=O)(=O)Nc3cccc(C(C)=O)c3)cc2)cc1,0.58,i,i
COc1ccc(-c2noc(=O)n2Cc2ccc(C#N)cc2)cc1,-4.08,i,i
Fc1ccc(OCc2nn[nH]n2)c(F)c1,-0.29,i,i
COc1ccc(Cl)cc1NC(=O)N(C)Cc1c(C)nn(C)c1C,-0.33,i,i
CN(C)C(=O)c1ccc(-n2nc(C(F)(F)F)c3c2CCCC3)cc1,1.45,i,i
CC(C)=CC(=O)Nc1c(C)cc(C)cc1Cl,1.43,i,i
O=C1CC(C(=O)N2CCN(S(=O)(=O)c3cccc(F)c3)CC2)CN1Cc1ccccc1Cl (configuration not stated),-0.09,i,i
Cc1ccc(NC(=O)NCC2CCN(Cc3cc(C)ccc3Cl)CC2)c(C)c1,0.15,i,i
Cc1ccnc(NC(=O)Nc2ccc(Br)cc2Cl)c1,0.27,i,i
COc1ccc2c(CC(=O)N[C@@H](Cc3ccccc3)C(=O)O)cc(=O)oc2c1C,-1.06,i,i
COc1ccc(S(=O)(=O)N2CCCC2CNC(=O)C(=O)Nc2cccc(F)c2)cc1 (configuration not stated),0,i,i
COc1cc(CCC(C)NCc2ccccc2)ccc1O (configuration not stated),-2.99,i,i
O=C(NCCc1ccccc1)c1c(F)c(F)c(F)c(F)c1F,-0.03,i,i
O=c1c2ccccc2nc(SCc2ccc([N+](=O)[O-])cc2)n1-c1ccc(Cl)cc1,-1.4,i,i
COc1ccc(N=c2cc(-c3ccc(OC)cc3)oc3ccccc23)cc1,-3.8,i,i
O=C(O)CN1CCN(Cc2ccccc2F)C1=O,-2.49,i,i
CCOc1cnc(-c2c(-c3c(F)cccc3Cl)noc2C)o1,-0.33,i,i
CCOC(=O)COc1cc(Br)c(C2NC(=O)NC(C)=C2C(C)=O)cc1OCC (configuration not stated),-0.97,i,i
Cc1ccc(C)c(NC(=O)c2cc3c([nH]c4ccccc43)c(C)n2)c1,-0.64,i,i
CCCC(CCC(=O)Nc1nccs1)C(=O)O (configuration not stated),0.29,i,i
O=C(O)c1cccc(S(=O)(=O)Nc2ccc3c(c2)OCO3)c1,-0.15,i,i
O=c1cc(CO)oc(C(Nc2ccccn2)c2ccsc2)c1O (configuration not stated),-0.06,i,i
